High-throughput results from PubChem BioAssay.
ABHD5-PLIN5 inh – inhibitors of human ABHD5-perilipin-5 interaction. Q00G26+Q8WTS1. Split G. princeps luciferase complementation, luminescence, 4 h. inhibition, % at 4 µM. hit rate 0.78% among 360,000. AID 602281;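 active means inhibition above the mean inhibition across every tested compound plus 3 SD, cut at about 22% in these data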;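 further: 0% = DMSO only wells and the 100% control is not disclosed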
Cardio protect – myocardial damage modulation in H9c2 cells; hit rate 0.63% among 360,000; AID 588492; H9c2 cardiomyocytes, H2O2 injury protection, ATPLite, 2 h; protection from H2O2 cell death, % at 20 µM;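 active means compounds giving at least 50% protection of heart cells from peroxide-induced death in the single-dose screen, raw or plate-pattern-corrected value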;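 further: 0% = DMSO wells with peroxide and 100% = DMSO wells without peroxide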
MC4R barr agon – activates human MC4R beta-arrestin recruitment | AID 540308 | hit rate 0.98% among 360,000 | activation, % at 8.9 µM | P32245 | U2OS MC4R beta-arrestin complementation, luminescence; percent of melanotan II response, DMSO zero;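 active means activation above a per-plate cutoff, the mean activation of sample wells on that plate plus 3 SD, cut at about 8% in these data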
N-glyco inh – N-linked glycosylation inhibition; hit rate 0.23% among 360,000; reporter increase, % at 12.5 µM; D54 ERlucT glycosylation luciferase reporter, 24 h; percent of 100 nM tunicamycin response;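 active means mean luciferase reporter signal, scaled so untreated is 0 and the glycosylation-blocking control 100, at or above a set limit in every replicate; inconclusive means mean reaches the limit but not every replicate does; inactive means mean below the limit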;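 further: luciferase carries N-glycosylation sites so blocking glycosylation raises the light; 0% = median of neutral control wells and 100% = median of 100 nM tunicamycin wells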
MC4R antag cAMP – human MC4R antagonism in cAMP assay | P32245 | MC4R-expressing cells, MTII-stimulated cAMP, LANCE TR-FRET | inhibition, % at 6.5 µM | hit rate 0.48% among 360,000;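 active means inhibition above its plate's cutoff, the mean of tested wells on that plate plus 3 SD, cut at about 29% in these data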;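 further: 0% = Melanotan II alone and 100% = Melanotan II plus saturating MCL0020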
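System – human MC4R-expressing U2OS cells · Also added – Melanotan II · Dosing – one concentration, 6.5 µM nominal · Timing – 30-min compound, 1-h challenge, 1-h detection, room temperature · Measured by – Eu-cAMP/anti-cAMP TR-FRET, emission 671 nm · Replicates – singlicate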
TLR9-MyD88 inh – TLR9-MyD88 interaction inhibition; Q9NR96+Q99836; CHO BLA complementation TLR9-MyD88, CCF4 FRET ratio; inhibition, % at 4.98 µM; hit rate 0.21% among 340,000;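 active means inhibition above the mean over all tested compounds plus 3 SD, cut at about 21% in these data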;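 further: 0% = DMSO only wells and 100% = clavulanate BLA inhibitor control wells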
NOD2-RIPK2 inh – inhibitors of human NOD2-RIPK2 interaction. CHO BLA complementation NOD2-RIPK2, CCF4 ratio. inhibition, % at 4.98 µM. O43353. hit rate 0.38% among 360,000; in the data active means inhibition above about 21%;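 further: 0% = vehicle only and 100% = reference blocker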
NCOA2 inhibitor – human SRC2 (NCOA2) inhibition; Q15596; HEK293 GAL4-SRC2 luciferase reporter, luminescence; inhibition, % at 9 µM; hit rate 0.17% among 370,000;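 active means inhibition above the mean inhibition of all tested compounds plus 3 SD, set per campaign, cut at about 52% in these data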;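 further: 0% = DMSO treated cells and 100% = cells given Gossypol at 36 µM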
HTR2A ag – activates the mouse 5-HT2A serotonin receptor; P35363; CHO-K1 mHTR2A beta-arrestin complementation, luminescence; percent of 30 µM serotonin response; activation, % at 7.6 µM; hit rate 0.66% among 360,000; AID 624169;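 active means activation above a run cutoff, the mean activation of all tested compounds plus 3 SD, cut at about 14% in these data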;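 further: 0% = plate median of compound wells and 100% = 30 µM serotonin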
ABCB6 inh MLPCN – inhibitors of human ABC transporter ABCB6. Q9NP58. K562-ABCB6 porphyrin accumulation, flow cytometry, 1 h; stronger effect = lower value. fluorescence ratio to DMSO, % at 10 µM. hit rate 0.19% among 360,000. AID 602162;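 active means fluorescence ratio to DMSO below 75%, the collection mean minus 3 SD; inconclusive means too few cells collected in the well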;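 further: signal is porphyrin accumulated inside mitochondria; 100% equals median channel fluorescence of DMSO control wells; lower ratio means ABCB6 inhibition with less porphyrin fluorescence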
Target sequence (Q9NP58 whole entry, looked up): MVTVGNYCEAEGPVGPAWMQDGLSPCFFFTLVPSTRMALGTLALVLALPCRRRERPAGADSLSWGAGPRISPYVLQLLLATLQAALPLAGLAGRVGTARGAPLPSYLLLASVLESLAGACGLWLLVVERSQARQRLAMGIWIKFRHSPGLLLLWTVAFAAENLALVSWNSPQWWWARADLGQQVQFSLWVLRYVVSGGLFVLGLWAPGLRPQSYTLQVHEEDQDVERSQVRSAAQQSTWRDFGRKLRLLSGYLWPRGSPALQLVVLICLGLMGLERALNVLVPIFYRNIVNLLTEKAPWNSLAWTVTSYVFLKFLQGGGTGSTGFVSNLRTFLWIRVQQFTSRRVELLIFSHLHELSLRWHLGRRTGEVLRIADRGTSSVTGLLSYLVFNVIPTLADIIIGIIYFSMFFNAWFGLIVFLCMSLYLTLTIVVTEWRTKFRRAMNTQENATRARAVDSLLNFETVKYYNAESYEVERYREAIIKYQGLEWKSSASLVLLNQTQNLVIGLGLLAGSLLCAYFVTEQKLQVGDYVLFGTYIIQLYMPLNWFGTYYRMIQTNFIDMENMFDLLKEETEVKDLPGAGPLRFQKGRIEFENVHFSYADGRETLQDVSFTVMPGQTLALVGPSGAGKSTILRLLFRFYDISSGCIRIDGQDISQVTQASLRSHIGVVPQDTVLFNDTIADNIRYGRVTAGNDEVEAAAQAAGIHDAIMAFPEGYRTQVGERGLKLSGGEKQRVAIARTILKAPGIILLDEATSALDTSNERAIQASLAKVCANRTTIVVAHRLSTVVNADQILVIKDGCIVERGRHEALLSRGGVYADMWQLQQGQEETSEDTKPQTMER
* = called active by the depositor; ? = inconclusive; / = not tested or not shown. An excerpt; the hit share may differ from the screen's.

SMILES	ABHD5-PLIN5 inh	Cardio protect	MC4R barr agon	N-glyco inh	MC4R antag cAMP	TLR9-MyD88 inh	NOD2-RIPK2 inh	NCOA2 inhibitor	HTR2A ag	ABCB6 inh MLPCN
Cc1ccc(C(=O)NCCCNC(=O)c2ccccc2C)cn1	2	-1	-1.2	1	1	0	5	-14	1	98
COc1ccccc1OCCNC(=O)c1cc(SC)ccc1Cl	6	-2	1.3	0	4	-5	-6	13	0	98
CC1(C)C(=O)NCCN1C(=O)CC1C(=O)NCCN1CC(c1ccccc1)c1ccccc1 (stereo not given)	-2	6	0.3	1	3	3	-12	-6	-4	96
Cc1n[nH]c(C)c1S(=O)(=O)N(C)Cc1ccco1	2	1	-2.9	4	0	-6	-2	-20	-1	94
COc1ccc(NC(=O)CC2C(=O)N(C)C(=S)N2CCc2ccc(F)cc2)cc1 (stereo not given)	-5	-3	-0.6	-2	-5	/	-8	6	4	103
COc1ccc(CN2C(=O)C(CC(=O)NCCCCc3ccccc3)CC(C(=O)N3CCOCC3)=C2C)cc1 (stereo not given)	-9	-2	1.1	-1	10	5	-18	-1	-1	102
COc1ccc(NC(=O)c2ccc(=O)oc2)cc1	10	-1	-1.2	2	11	1	7	-2	-3	101
Cc1ccc(C(=O)COC(=O)CCN2C(=O)C3C4CC(C(Br)C4Br)C3C2=O)cc1 (stereo not given)	5	1	-2.8	2	-2	5	5	-29	-4	95
O=C(CSc1ncccn1)Nc1ccc(Cl)c(S(=O)(=O)N2CCOCC2)c1	-5	2	-1.7	-1	14	-11	0	12	4	101
N#Cc1ccccc1NC(=S)NC(=O)c1cccs1	3	2	-3.5	10	12	-3	-7	-19	4	98
Cc1ccc(NC(=O)CSCC(=O)NCCc2ccccc2)cc1	-4	3	-2.4	0	14	-1	-2	-4	-1	96
Cc1cc(C(C)(C)C)cc(C)c1COC(=O)c1cccnc1	-2	-16	2.2	-1	1	2	-12	20	-1	98

Quoted from the listing:
In NCOA2 inhibitor, COc1ccc(NC(=O)CC2C(=O)N(C)C(=S)N2CCc2ccc(F)cc2)cc1 (stereo not given) is listed with 6
In NCOA2 inhibitor, COc1ccccc1OCCNC(=O)c1cc(SC)ccc1Cl is listed with 13

The listing continues.
SMILES	ABHD5-PLIN5 inh	Cardio protect	MC4R barr agon	N-glyco inh	MC4R antag cAMP	TLR9-MyD88 inh	NOD2-RIPK2 inh	NCOA2 inhibitor	HTR2A ag	ABCB6 inh MLPCN
COc1ccc(N2CCN(Cc3cc(=O)oc4cc(-c5ccccc5)c(O)cc34)CC2)cc1	-1	6	7.7	3	-1	2	6	-28	-2	91
COc1ccccc1CNC(=O)CS(=O)(=O)c1ccccc1	-3	-1	-2.2	/	-4	-1	8	16	4	93
COc1cccc(/C=C/C(=O)OCC(=O)c2ccc(C)c(C)c2)c1OC	3	-16	-1.4	0	1	11	2	17	0	96
O=c1cc(-c2c(F)c(F)c(F)c(F)c2F)oc2ccccc12	10	-19	-1.4	-4	11	-7	13	16	-5	102
Cc1cccc(NC(=O)CN2CCN(CC(=O)NCC3(N4CCCCC4)CCCCC3)CC2)c1C	-3	0	-0.8	-4	13	-2	8	-5	-4	96
O=C(O)c1cc(-n2nnnc2SCc2ccccc2F)ccc1Cl	-3	-4	0.8	2	1	-11	-3	-17	5	97
COc1cc(OC)cc(C(=O)N[C@H](C(=O)NCc2ccccc2)C(C)C)c1	2	1	-0.8	2	-1	-6	-5	4	-4	100
OCC[C@@H]1C[C@H](O)[C@@H](O)[C@@]2(Cc3ccccc3CCO2)O1	-2	-1	-1.0	2	1	6	0	24	-3	94
O=C(NCc1ccccn1)c1cc(S(=O)(=O)N2CCCCC2)ccc1Cl	-1	8	0.6	5	8	-4	-13	4	10	94
Cc1cccc(NS(=O)(=O)c2cc(C(=O)N3CCCC3)ccc2Cl)c1	1	5	-0.4	-1	25	-8	0	-8	7	101
COc1ccc(/C=C/C(=O)OCC(=O)NC2CC2)c(OC)c1	11	4	0.0	1	4	-7	-5	-28	5	98
Cc1ccccc1S(=O)(=O)NCC[C@@H]1CC[C@@H](NC(=O)C2CCCC2)[C@@H](CO)O1	7	/	/	/	/	/	-1	-1	-5	/
CCN1CCN(c2nc(Nc3cccc(OC)c3)nc(N)c2[N+](=O)[O-])CC1	-5	-1	0.5	9	10	3	-8	-3	-5	107
COc1ccc(C(=O)N2CCCC(C(=O)c3ccccc3OC)C2)cc1OC (stereo not given)	-2	-4	0.2	0	-5	-10	-1	3	5	101
O=C(Nc1nccs1)c1nc[nH]c1C(=O)N1CCc2ccccc2C1	-6	11	-0.8	5	5	5	-4	17	0	100
CCOC(=O)c1sc(NC(=O)CSc2nnnn2-c2ccc(C)cc2)c(C(=O)OCC)c1C	1	-4	-0.7	-7	10	12	1	-13	-1	89
Cc1cccc(C(=O)OC(C)C(=O)Nc2ccc(S(=O)(=O)Nc3ncccn3)cc2)c1C (stereo not given)	-2	21	-2.1	-2	0	2	-3	17	2	101
CCOC(=O)c1ccccc1NC(=O)CSc1nc2c(sc(=S)n2CC)c(=O)[nH]1	-5	2	-2.6	1	6	5	-11	-8	-4	94
C[C@]12C(=O)N(c3cccc(Cl)c3)C(=O)N1[C@@H]1c3ccccc3OC[C@@H]1[C@H]2c1ccccc1	7	-3	-1.0	-5	10	2	-14	9	-8	98
CCOC(=O)C1CCCN(Cc2cccc(Cl)c2)C1 (stereo not given)	-7	1	4.5	2	6	-2	-5	1	-2	97
CCOC(=O)CSC1=C(C#N)C(c2ccccc2OCC)C(C#N)C(=O)N1 (stereo not given)	-2	-5	-0.7	5	-26	-1	1	9	4	101
S=C(NCC1CC1)N/N=C/c1ccccc1Cl	3	-6	-0.7	5	15	10	0	-6	3	99
O=C(NC(Cc1ccccc1)C(=O)O)/C(=C\c1ccco1)NC(=O)c1ccc(Br)cc1 (stereo not given)	9	3	1.1	1	5	-6	-5	18	1	105
Cc1cc(NC(=O)CCN2C(=O)C3C4C=CC(C4)C3C2=O)c2ccccc2n1 (stereo not given)	-4	-4	1.0	-2	-2	3	-5	-20	-3	94
Cc1cc(OCc2cn3cccnc3n2)ccc1Cl	2	-4	3.6	2	-8	2	-15	-22	2	100
COCCC1CCCCN1C(=O)c1cccc(OC2CCN(S(C)(=O)=O)CC2)c1 (stereo not given)	-1	6	2.7	0	-6	-7	-10	-29	-4	94
Cc1nc2ncccn2c1-c1csc(Nc2ccc(S(N)(=O)=O)cc2)n1	-1	9	0.2	0	-3	-1	4	22	-5	98
CC(=O)NCc1ccc(C(=O)CCl)s1	4	-6	-5.3	2	19	-3	-2	1	-3	96
CC1(C)C([N+](=O)[O-])C(c2ccccc2O)NC(c2ccccc2O)C1[N+](=O)[O-] (stereo not given)	0	-5	1.2	1	3	3	3	-6	1	102
CCCS(=O)(=O)c1c(S(=O)(=O)CCC)c2ccc(C(N)=O)cn2c1C(=O)c1ccc(F)cc1	-6	-4	0.7	0	16	12	-1	13	-9	95
Cn1cccc1CC(=O)N/N=C/c1ccc(Cl)cc1	6	-4	-1.5	1	-3	6	-10	-2	0	99
C/C(=N\NC(=O)c1c(C)nc2ccccn12)c1ccco1	-1	-4	-1.8	1	1	0	-4	-36	1	101
O=C(COC(=O)c1cnccn1)NCc1ccccc1Cl	2	9	-1.6	1	3	2	4	4	-3	91
CCOC(=O)c1cc(Sc2ccccc2N)cc(C(=O)OCC)n1	5	-1	-0.4	1	10	1	-3	9	0	92
COc1ccc(-n2c(CN3CCOCC3)nc3ccc([N+](=O)[O-])cc3c2=O)c(OC)c1	-7	2	-1.3	0	5	-10	-4	-7	3	99
COc1ccc(OC)c(S(=O)(=O)N2CCCCC2C(=O)N2CCN(c3ccccn3)CC2)c1 (stereo not given)	-5	6	-3.7	-2	11	-7	-8	5	0	102
O=C(c1cc2ccccc2oc1=O)N(Cc1ccc2c(c1)OCO2)Cc1ccco1	-11	14	-1.6	-2	-3	-9	-2	-42	-3	98
COc1ccc(-c2noc(CCC(=O)NC3CCCCC3)n2)cc1	-6	-2	-3.3	1	6	2	6	-9	1	99
CCOC1=C2[C@H](c3ccccc3)N(S(=O)(=O)c3ccc(C)cc3)[C@H](C(C)C)[C@H]2n2c(=O)n(-c3ccccc3)c(=O)n2C1	-11	3	/	-4	/	/	-13	-15	-3	102
CCCCOc1cccc(C(=O)N(Cc2ccco2)C2CCS(=O)(=O)C2)c1 (stereo not given)	-1	-3	-2.7	-2	2	1	1	8	5	99
Cc1cccc(CC(=O)N2CCN(C(=O)c3ccco3)CC2)c1	-6	-4	3.0	-1	-1	-7	5	-7	8	98
COc1cccc(N2CCN(S(=O)(=O)c3cc4c(cc3Cl)NC(=O)CO4)CC2)c1	-1	9	5.8	3	1	2	-6	-17	-2	?
CC(C)COC(=O)N1CCCCC1c1cc(C(=O)Nc2ccccc2)no1 (stereo not given)	-3	2	-0.1	-1	13	/	2	2	-8	97
Cc1cc(C)cc(NC(=O)CSc2nc3nc(C)cc(C)n3n2)c1	6	-3	-2.3	0	-4	-11	-4	-3	-10	99
COC(=O)CCNC(=O)CCc1ccc(S(=O)(=O)N2CCCCCC2)cc1	-4	3	1.8	2	10	-2	7	2	0	98
CC1C(O)=C(c2nc3ccccc3[nH]2)C(=N)N1c1ccccc1 (stereo not given)	0	-3	-2.0	10	1	-4	-3	-37	-5	94
CCn1nc2cc(C(=O)NCc3cc(C(F)(F)F)cc(C(F)(F)F)c3)ccc2c1OC	-1	-2	2.5	1	17	-3	-6	-29	3	103
COc1ccc(S(=O)(=O)Cc2ccc(C(=O)N3CCN(c4ccc(Cl)cc4)CC3)o2)cc1	6	-4	0.5	-2	22	-6	-11	-24	2	100
COc1cc(C(C)=O)ccc1Oc1ccc(S(=O)(=O)N2CCOCC2)cn1	1	-3	0.1	2	8	-2	7	11	-3	104
CCc1sc(C(=O)NC(C)C2CCCO2)cc1Br (stereo not given)	2	-1	0.7	-1	10	5	-4	-1	3	103
Cc1nc(C(=O)NNC(=O)c2cccc(Cl)c2)c(C(F)(F)F)o1	2	11	-0.8	0	6	4	4	-32	10	99
Cc1ccccc1C(=O)OCC(=O)Nc1cccc(S(=O)(=O)N2CCCCC2)c1	-7	-26	-1.1	2	2	-4	-8	-8	0	97
CC1=C(C(=O)OCc2ccccc2)C(c2cccc(F)c2)NC(=O)N1 (stereo not given)	-1	-7	-0.1	0	9	5	-7	11	10	93
Cc1ccc(N2C(=O)C(Cl)=C(N3CCN(C)CC3)C2=O)c(C)c1	6	-7	1.4	0	0	14	10	-6	-6	121
CCOC(=O)C1CCN(c2c(NCCCN3CCN(Cc4ccccc4)CC3)c(=O)c2=O)CC1	0	0	-2.2	1	-2	4	-4	6	0	97
CC1CCCC(NC(=S)Nc2ccc(SC(F)F)cc2)C1C (stereo not given)	-19	-34	3.5	-4	-2	0	3	-8	-4	95
